Source: PubChem BioAssay (several laboratories)
E coli RNAP – blocks E. coli RNA polymerase transcription; inhibition, %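 (tested at 10 µM)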; 62,000 compounds, 0.2% hits; fluorescence transcription assay; P0A8V2; in the data active = inhibition above about 20%;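 note: 0% = enzyme without compound and 100% = no enzyme blank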
PKA kinase inh – inhibitors of human protein kinase A | P17612 | PKA Kemptide phosphorylation, Kinase-Glo ATP luminescence | inhibition, % at 6 µM | 65,000 compounds, 0.1% hits;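 active = inhibition above the screen-wide mean inhibition plus 3 SD, cut at about 21% in these data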; note: many of its hits are not listed in these tables
RORa activator – activates the human nuclear receptor RORA | 65,000 compounds, 1.5% hits | P35398 | activation, % at 10 µM | AID 560 | CHO-K1 Gal4-RORA LBD luciferase reporter, luminescence; percent increase over mock-subtracted basal signal;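 active = activation above the mean of all tested compounds plus 3 SD, cut at about 49% in these data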;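 note: 0% = DMSO-treated RORA cells and 100% = added signal equal to DMSO minus mock-transfected cells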
ROCK2 blocker – blocks human Rho kinase 2 activity. 60,000 compounds, 0.35% hits. purified ROCK2, Kinase-Glo ATP depletion luminescence. O75116. inhibition, % at 6 µM;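 active = inhibition above the screen-wide mean inhibition plus 3 SD, cut at about 18% in these data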;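 note: plate controls were DMSO wells for no effect and Y-27632 control wells after no-enzyme background subtraction for full effect; many of its hits are not listed in these tables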
CatB mix inh – inhibitors of human cathepsin B in compound mixtures. P07858. Purified cathepsin B, AMC dipeptide fluorescence. inhibition, %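 (ten-compound pools at 5 µM per compound and 50 µM total)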. 62,000 compounds, 0.06% hits; in the data active = inhibition above about 22%, passing the limit was not always enough;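 note: 0% = enzyme without compound and 100% = no enzyme blank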
CatS inh – inhibitors of human cathepsin S; AID 501; inhibition, %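 (tested at 5 µM per compound within 10-compound mixtures)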; recombinant cathepsin S, AMC dipeptide fluorescence, pooled mixtures; 62,000 compounds, 0.06% hits; in the data active = inhibition above about 32%, passing the limit was not always enough;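 note: 0% = enzyme without compound and 100% = blank without enzyme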
Target sequence (P25774 115-331 limits assumed): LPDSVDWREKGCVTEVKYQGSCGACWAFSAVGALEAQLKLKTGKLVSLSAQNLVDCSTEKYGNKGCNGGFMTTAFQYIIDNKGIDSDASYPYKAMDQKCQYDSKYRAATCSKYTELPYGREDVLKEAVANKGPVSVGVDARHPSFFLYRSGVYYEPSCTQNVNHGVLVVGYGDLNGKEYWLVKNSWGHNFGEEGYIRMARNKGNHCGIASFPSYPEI
CatB inh – blocks human cathepsin B protease activity; P07858; purified cathepsin B, fluorogenic substrate, fluorescence; inhibition, %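 (tested at 10 µM)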; 63,000 compounds, 0.1% hits; AID 453; in the data active = inhibition above about 21%;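 note: 0% = enzyme with no compound and 100% = no enzyme blank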
JNK3 blocker – inhibitors of human JNK3 kinase; 60,000 compounds, 0.61% hits; AID 746; purified JNK3 kinase activity, HTS; inhibition, % at 8 µM; in the data active = inhibition above about 17%;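 note: 0% = DMSO and 100% = reference inhibitor; many of its hits are not listed in these tables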
Target sequence (P53779 whole entry, looked up): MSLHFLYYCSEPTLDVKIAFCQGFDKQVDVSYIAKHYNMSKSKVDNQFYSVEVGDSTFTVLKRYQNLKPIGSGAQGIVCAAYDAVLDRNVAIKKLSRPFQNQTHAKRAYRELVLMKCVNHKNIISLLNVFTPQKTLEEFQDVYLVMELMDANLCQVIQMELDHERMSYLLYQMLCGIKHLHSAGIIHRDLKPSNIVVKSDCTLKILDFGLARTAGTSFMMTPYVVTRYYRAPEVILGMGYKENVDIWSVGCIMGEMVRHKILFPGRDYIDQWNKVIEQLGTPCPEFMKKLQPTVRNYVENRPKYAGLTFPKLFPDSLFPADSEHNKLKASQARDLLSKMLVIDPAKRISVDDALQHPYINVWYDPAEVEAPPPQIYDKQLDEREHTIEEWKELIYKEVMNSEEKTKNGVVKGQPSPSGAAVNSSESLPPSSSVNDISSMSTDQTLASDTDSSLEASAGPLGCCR
AP ELISA ortho – alternative pathway complement inhibition, orthogonal assay; 62,000 compounds, 0.08% hits; Human serum alternative complement pathway, LPS-coated ELISA, C3 deposition; tested in compound mixtures; inhibition, % at 5 µM; AID 1235;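 active = inhibition above 30% in each of the two pooled mixtures holding the compound, so the lower value exceeds 30%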;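 note: 0% = serum in Mg-EGTA without compound and 100% = EDTA serum blank; some compounds past the cut are filed as inactive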
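Assay system: human serum alternative complement pathway, C3 deposition on LPS-coated wells; Dosing: 5 µM per compound in ten-compound mixtures; Detection: Anti-C3 ELISA, OD 450 nm; Buffer or medium: Mg2+-EGTA GVB++ buffer containing human serum at 1:15 dilution; Timing: 1 h at 37 °C; Replication: two different pools per compound.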
* marks the source's active call; other numbers are inactive results; x = not tested or not shown. An excerpt. The share of hits here may be higher or lower than overall.

SMILES | E coli RNAP | PKA kinase inh | RORa activator | ROCK2 blocker | CatB mix inh | CatS inh | CatB inh | JNK3 blocker | AP ELISA ortho
COc1ccc(OC)c(C(=O)c2nc3c(n2O)CCCCC3)c1 | 10 | -11 | -10 | -6 | 3 | 12 | 3 | 0 | 0
CN1C(=O)c2oc3ccc(Br)cc3c(=O)c2C1c1ccncc1 (stereo not given) | -1 | -3 | 7 | -9 | -2 | -5 | -1 | -1 | 14
O=C(COC(=O)COc1ccc(Nc2ccccc2)cc1)NCc1ccco1 | 5 | 10 | 8 | 7 | -1 | -6 | 1 | -14 | -2
COc1ccc(Cn2nnnc2C(CC(C)C)N2CCN(c3ccccc3)CC2)cc1 (stereo not given) | -8 | -10 | -20 | -8 | -3 | 1 | -4 | -4 | 2
CC(C)(C)NC(=O)Cn1nnc(-c2ccc(S(C)(=O)=O)cc2)n1 | 7 | 5 | -22 | -1 | 8 | 9 | -6 | -3 | 20
O=C(CNC(=O)c1ccc(Cl)cc1Cl)NCC(=O)Nc1ccccc1N1CCOCC1 | -8 | 5 | -1 | 4 | -3 | -7 | 0 | 5 | -5
CCN(CC)S(=O)(=O)c1ccc(-c2nnc(SCc3nnc(-c4ccccc4)o3)o2)cc1 | 8 | 9 | 4 | 10 | 2 | -3 | 3 | 13 | -5
Cc1noc(C)c1COC(=O)c1ccc2c(c1)OCCO2 | 7 | 4 | -4 | 3 | 1 | -4 | -1 | -12 | 9
O=c1c(-c2ccc3c(c2)OCCO3)coc2c(CN3CCOCC3)c(O)ccc12 | 3 | 5 | 36 | 4 | 4 | -3 | -7 | -5 | 5
COc1cc2[nH]c(=O)n(CCCC(=O)N3CC=C(c4ccccc4)CC3)c(=O)c2cc1OC | 2 | 5 | 0 | x | 2 | 7 | -2 | x | -3
COc1ccc(CC(=O)N2CCN=C2SC)cc1 | -2 | 3 | 5 | 0 | 3 | -13 | -3 | 8 | 22
CC(C)Cc1cc(C(=O)NCCN2CCOCC2)no1 | 6 | 6 | 10 | 6 | -2 | -3 | -2 | 1 | 5
Cc1cccc(-n2cnc3c(c2=O)c2nc4ccccc4nc2n3Cc2ccco2)c1 | 0 | -3 | 39 | -1 | -5 | -3 | 0 | 7 | 14
CCN(CC)C(=O)Sc1cccc2cccnc12 | 8 | -6 | -6 | 5 | 2 | 7 | 5 | -1 | 8
CCC(C)C(NCc1cccc(C)c1)C(=O)O (stereo not given) | 6 | -11 | -22 | x | 1 | 0 | 0 | x | 11
O=C1CN(c2ccccc2Cl)C(=O)CN1c1ccccc1Cl | -6 | -5 | 14 | 0 | 42 | 17 | 1 | -4 | 15
Cc1csc(NC(=O)CCNS(=O)(=O)c2ccc3c(c2)c(=O)n(C)c(=O)n3C)n1 | 6 | 14 | -11 | -1 | -2 | 3 | 0 | 8 | -2
CC(C)N1C(=O)C2ON(c3ccccc3)C(c3cccs3)C2C1=O (stereo not given) | -7 | 4 | 4 | 6 | -2 | -4 | 0 | 5 | -13
CC(C)C(C(=O)NCC1CCCO1)N(Cc1ccco1)C(=O)CNS(=O)(=O)c1ccc(F)cc1 (stereo not given) | 6 | -3 | -9 | -1 | 5 | 14 | 5 | -4 | 6
O=C(Nc1ccc(Br)cc1F)C1CCCN(S(=O)(=O)c2cnc[nH]2)C1 (stereo not given) | 5 | 5 | 3 | 6 | -1 | 0 | -1 | -7 | 10
Cc1cc(C(F)(F)F)nc(SCC(=O)NC2CC3CCC2C3)n1 (stereo not given) | 1 | -5 | -24 | -4 | -2 | -2 | -5 | -4 | 7
O=C(O)c1cc2cc(Cl)cc(Cl)c2oc1=O | 4 | 1 | 1 | -1 | -2 | 9 | 7 | -8 | -4
CC(C)CCSc1nc(N2CCOCC2)c2c(c1C#N)CC(C)(C)OC2 | 6 | 1 | 13 | 1 | 1 | -1 | 6 | -2 | 13
O=C(Nc1ccccc1C(F)(F)F)N1CCCCCC1 | 5 | 4 | -12 | 0 | 39 | 0 | -4 | -3 | -3

Profiles from above. Order of screens: E coli RNAP	PKA kinase inh	RORa activator	ROCK2 blocker	CatB mix inh	CatS inh	CatB inh	JNK3 blocker	AP ELISA ortho
O=C1CN(c2ccccc2Cl)C(=O)CN1c1ccccc1Cl is listed with -6	-5	14	0	42	17	1	-4	15
O=C(Nc1ccc(Br)cc1F)C1CCCN(S(=O)(=O)c2cnc[nH]2)C1 (stereo not given) is listed with 5	5	3	6	-1	0	-1	-7	10

New compounds follow.
SMILES | E coli RNAP | PKA kinase inh | RORa activator | ROCK2 blocker | CatB mix inh | CatS inh | CatB inh | JNK3 blocker | AP ELISA ortho
COc1cccc(-c2nc(-c3ccccc3)no2)c1 | 4 | 0 | 14 | 1 | 5 | 6 | 1 | 0 | 25
S=c1[nH]c2ncccc2o1 | x | 3 | -28 | 1 | 3 | 14 | -2 | 6 | 7
Cc1ccc2c(c1)C(O)(c1c(C)[nH]c3ccccc13)C(=O)N2 (stereo not given) | -3 | 4 | 32 | 5 | 0 | 9 | 2 | -6 | -1
Cc1onc(-c2ccccc2)c1C(=O)Nc1sc2c(c1C(N)=O)CCC2 | -4 | 2 | -8 | x | -1 | -2 | 3 | x | 10
CCN(Cc1cc2ccccc2[nH]c1=O)C(=O)C1CCCCC1 | 6 | 2 | -9 | 0 | 6 | 16 | 5 | 3 | 1
Cn1c(SCc2ccc(C#N)cc2)nnc1-c1ccccc1 | 6 | 2 | 23 | 8 | 3 | 7 | 1 | -4 | 0
CCn1c(C(C)NC(=O)Cc2ccccc2)nc2ccccc21 (stereo not given) | 4 | -3 | -14 | x | 3 | 4 | 1 | x | 12
Cc1ccc(-c2c3c(=O)n(C)c(=O)n(C)c3cn2-n2cnnc2)cc1 | 0 | 3 | 0 | 6 | 17 | -5 | 10 | 5 | 15
CCCCN(C(=O)c1ccc(Cl)cc1)C1CC2CCC(C1)N2C (stereo not given) | 9 | 4 | 19 | 3 | 5 | 16 | 5 | 1 | -3
CCOC(=O)CN1CC23C=CC(O2)C(C(=O)Nc2ccc(F)c(C)c2)C3C1=O (stereo not given) | 1 | -2 | -22 | 3 | 3 | -3 | 0 | -4 | 15
Cc1c(/C(O)=C2/C(=O)C(=O)N(CCN3CCOCC3)C2c2cccnc2)cnn1-c1ccccc1 (stereo not given) | 11 | -1 | -12 | -12 | 5 | 19 | -3 | 1 | -7
c1ccc(CSc2nncn2-c2ccccn2)cc1 | 2 | -6 | -4 | -3 | -7 | 7 | 0 | -1 | 1
COc1cc2c(c(OC)c1)C(c1ccncc1)CC(=O)N2 (stereo not given) | 5 | 1 | 1 | 3 | -14 | -15 | 3 | 1 | 21
COc1ccc(C(O)c2nc3ccccc3n2C)cc1OC (stereo not given) | 2 | 8 | -34 | 4 | 2 | -7 | -2 | 4 | 17
Cc1[nH]c(=O)[nH]c(=O)c1S(=O)(=O)N1CCCC1 | 5 | 5 | -16 | 12 | x | x | 2 | -6 | x
CCCCSc1nc2c(c(=O)[nH]1)CCC2 | 3 | 2 | -6 | 0 | 2 | 1 | -1 | -6 | 10
CCOC(=O)N1CCN(c2c(N3CC=C(c4ccccc4)CC3)c(=O)c2=O)CC1 | -4 | -3 | 0 | -2 | 0 | 7 | 2 | -3 | 12
Cc1nc(N)sc1-c1csc(N(C)c2ccc(O)cc2)n1 | 5 | -1 | 44 | -4 | 5 | -4 | 4 | -1 | 20
CCN(CC)CCc1c(C)[nH]c(C(=O)OCc2ccccc2)c1C | 0 | 10 | -16 | x | 0 | 1 | 7 | x | -5
Cn1ccnc1SCC(=O)c1ccc(Br)cc1 | 8 | 0 | 27 | 0 | 8 | 15 | 6 | 3 | 8
COC(=O)c1cccc(C(=O)Nc2ccc(C)cc2Br)n1 | 0 | -3 | -10 | 1 | 2 | -4 | -1 | -1 | 19
O=c1[nH]c(Nc2nc3ccccc3o2)nc2c1CCCC2 | 5 | -1 | 11 | 0 | 3 | 15 | 0 | 0 | -4
O=C(NCc1cccs1)c1ccc2c(c1)OCCO2 | 11 | 3 | 31 | 4 | 5 | 10 | 3 | 6 | 7
CCN(CCCNC(=O)CNC(=O)Cn1cnc2ccccc2c1=O)c1cccc(C)c1 | 3 | -2 | -11 | 0 | 4 | 2 | 1 | -6 | 8
CCN(CC)CCCN(Cc1cc2cc3c(cc2[nH]c1=O)OCCO3)C(=O)Nc1ccc(F)cc1 | 1 | 3 | -18 | -6 | 1 | 0 | 0 | -7 | -24
Cc1cccn2c(=O)c3cc(C(N)=S)c(=N)n(CCCOC(C)C)c3nc12 | -3 | -1 | -23 | -14 | x | x | -8 | 0 | x
CCCCOC(=O)CCn1c(=S)oc2ccccc21 | 2 | 7 | 0 | 4 | 0 | -4 | 3 | 0 | 3
CCN1CCCC1CNC(=O)C1c2cc(OC)c(OC)cc2C(=O)N(C)C1c1cccnc1 (stereo not given) | 5 | 3 | 12 | x | 10 | 3 | 2 | x | 10
Cn1c(SCC(=O)c2ccccc2)nnc1-c1cnccn1 | 8 | -1 | 30 | -4 | -2 | 11 | 2 | 1 | 0
CCCCCSc1nnc(C)c(=O)[nH]1 | 4 | 5 | 6 | 1 | 2 | -6 | 1 | 2 | 20
CCCCCOc1ccc(C2C(C(C)=O)=C(C)Nc3ncnn32)cc1OC (stereo not given) | 1 | 4 | -2 | 8 | 5 | -5 | -4 | -2 | 9
COC(=O)CNc1n[nH]c(=S)[nH]c1=O | 5 | 4 | -4 | 0 | 2 | -29 | 2 | 5 | 11

Among those listed so far, these contain an aryl methoxy group.
SMILES | E coli RNAP | PKA kinase inh | RORa activator | ROCK2 blocker | CatB mix inh | CatS inh | CatB inh | JNK3 blocker | AP ELISA ortho
COc1ccc(OC)c(C(=O)c2nc3c(n2O)CCCCC3)c1 | 10 | -11 | -10 | -6 | 3 | 12 | 3 | 0 | 0
COc1ccc(Cn2nnnc2C(CC(C)C)N2CCN(c3ccccc3)CC2)cc1 (stereo not given) | -8 | -10 | -20 | -8 | -3 | 1 | -4 | -4 | 2
COc1cc2[nH]c(=O)n(CCCC(=O)N3CC=C(c4ccccc4)CC3)c(=O)c2cc1OC | 2 | 5 | 0 | x | 2 | 7 | -2 | x | -3
COc1ccc(CC(=O)N2CCN=C2SC)cc1 | -2 | 3 | 5 | 0 | 3 | -13 | -3 | 8 | 22
COc1cccc(-c2nc(-c3ccccc3)no2)c1 | 4 | 0 | 14 | 1 | 5 | 6 | 1 | 0 | 25
COc1cc2c(c(OC)c1)C(c1ccncc1)CC(=O)N2 (stereo not given) | 5 | 1 | 1 | 3 | -14 | -15 | 3 | 1 | 21
COc1ccc(C(O)c2nc3ccccc3n2C)cc1OC (stereo not given) | 2 | 8 | -34 | 4 | 2 | -7 | -2 | 4 | 17
CCN1CCCC1CNC(=O)C1c2cc(OC)c(OC)cc2C(=O)N(C)C1c1cccnc1 (stereo not given) | 5 | 3 | 12 | x | 10 | 3 | 2 | x | 10
CCCCCOc1ccc(C2C(C(C)=O)=C(C)Nc3ncnn32)cc1OC (stereo not given) | 1 | 4 | -2 | 8 | 5 | -5 | -4 | -2 | 9
